TCR CD3 inh: human TCR-CD3 binding inhibition; TAMRA-labeled TCR probe fluorescence, biochemical; inhibition, % at 9.4 µM; 360,000 tested, 0.37% active; in the data active = inhibition above about 19%;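 also: recombinant mutant TCR 2C K166C tagged with TAMRA read by polarization; 0% = receptor in buffer alone and 100% = receptor with positive control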
TDP2 inh: blocks human TDP2 phosphodiesterase activity | AID 720702 | 370,000 tested, 0.34% active | O95551 | inhibition, % at 12.8 µM | recombinant TDP2, T5PNP hydrolysis, p-nitrophenol absorbance 415 nm;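 active = inhibition above the mean of all tested compounds plus 3 SD, set per campaign, cut at about 25% in these data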;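 also: 0% = DMSO with enzyme and 100% = buffer with substrate but no TDP2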
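Evaluation: % inhibition relative to enzyme-containing and enzyme-free wells. Material: recombinant human TDP2. Benchmarks: enzyme-free and DMSO wells. Timing: enzyme reaction with compound for 2 h at 37 °C. Compound dosing: 12.8 µM only. Measured by: p-Nitrophenol epi absorbance. Reagent: T5PNP substrate at 5 mM, a TopII-DNA adduct mimic. Replication: single well per compound.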
LEDGF integ inh: blocks HIV-1 LEDGF/p75-dependent DNA integration; TR-FRET IN-LEDGF/p75 DNA integration, Eu/Cy5; inhibition, % at 3.7 µM; 370,000 tested, 0.64% active;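 active = inhibition above the screen-wide mean plus 3 SD, cut at about 13% in these data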;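 also: signal is the Cy5 over europium emission ratio at 671 and 618 nm; 0% = plate median of compound wells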
UHRF1 binding: UHRF1 methyl-DNA binding inhibition | Q96T88 | UHRF1 binding to methylated oligo, TR-FRET | inhibition, % at 4.4 µM | 370,000 tested, 0.75% active; in the data active = inhibition above about 21%;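 also: UHRF1 SRA domain binding a hemimethylated CpG hairpin DNA probe; 0% = median of test compound wells and 100% = reference inhibitor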
ABHD4 inh: ABHD4 (mouse) inhibition, primary FP screen; inhibition, % at 8.92 µM; 370,000 tested, 0.54% active; Q8VD66; purified mABHD4, FP-Rh probe fluorescence polarization;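 active = inhibition exceeding the mean over every tested compound plus 3 SD, cut at about 30% in these data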;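 also: 0% = plate median of compound wells and 100% = S159A mutant with DMSO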
Target sequence (Q8VD66 whole entry, looked up): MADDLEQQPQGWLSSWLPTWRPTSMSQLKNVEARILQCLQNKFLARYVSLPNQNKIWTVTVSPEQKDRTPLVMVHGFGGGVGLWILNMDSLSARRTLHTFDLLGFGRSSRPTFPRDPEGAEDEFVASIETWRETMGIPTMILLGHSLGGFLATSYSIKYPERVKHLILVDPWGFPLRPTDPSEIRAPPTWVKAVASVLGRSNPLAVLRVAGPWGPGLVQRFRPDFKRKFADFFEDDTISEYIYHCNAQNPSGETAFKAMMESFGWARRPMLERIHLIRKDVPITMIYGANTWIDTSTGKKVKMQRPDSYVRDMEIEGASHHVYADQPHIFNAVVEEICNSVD
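system = mouse ABHD4 enzyme, wild type | medium = HEPES pH 7.0, NaCl, Pluronic buffer | also added = FP-Rh probe | incubation = Enzyme–compound pre-incubation 45 min, then probe 60 min, both 25 °C | technique = fluorescence polarization, excitation 525 nm, emission 598 nm, BODIPY TMR filters | controls = S159A mutant high control, sample median low control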
PG9 Ab binder: PG9 antibody binding by small molecule. TR-FRET gp120-PG9 antibody binding. 360,000 tested, 0.43% active. inhibition, % at 6.7 µM. AID 624416; in the data active = inhibition above about 8.5%
SIAE inh: human SIAE inhibition, primary screen; Q9HAT2; SIAE FP-Rh probe binding, fluorescence polarization; inhibition, % at 9.66 µM; 370,000 tested, 0.69% active; AID 1053197;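 active = inhibition above a cutoff: mean of compounds within the control limits plus 3 SD of those, cut at about 17% in these data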;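 also: 0% = plate median of compound wells and 100% = probe without SIAE protein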
DDE Tn7 FP inh: inhibitors of Tn7 peptide binding to human fibrin DD(E) | P02675 | FP displacement of FITC-Tn7 peptide from fibrin DD(E); 0% = median of compound wells per plate | inhibition, % at 8.3 µM | 370,000 tested, 0.13% active | AID 720508;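 active = inhibition above the mean of compounds falling within the control limits plus 3 SD of them, cut at about 14% in these data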;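 also: 0% = plate median of compound wells and 100% = 10 µM Aha-Tn7 peptide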
Target sequence (P02675 whole entry, looked up): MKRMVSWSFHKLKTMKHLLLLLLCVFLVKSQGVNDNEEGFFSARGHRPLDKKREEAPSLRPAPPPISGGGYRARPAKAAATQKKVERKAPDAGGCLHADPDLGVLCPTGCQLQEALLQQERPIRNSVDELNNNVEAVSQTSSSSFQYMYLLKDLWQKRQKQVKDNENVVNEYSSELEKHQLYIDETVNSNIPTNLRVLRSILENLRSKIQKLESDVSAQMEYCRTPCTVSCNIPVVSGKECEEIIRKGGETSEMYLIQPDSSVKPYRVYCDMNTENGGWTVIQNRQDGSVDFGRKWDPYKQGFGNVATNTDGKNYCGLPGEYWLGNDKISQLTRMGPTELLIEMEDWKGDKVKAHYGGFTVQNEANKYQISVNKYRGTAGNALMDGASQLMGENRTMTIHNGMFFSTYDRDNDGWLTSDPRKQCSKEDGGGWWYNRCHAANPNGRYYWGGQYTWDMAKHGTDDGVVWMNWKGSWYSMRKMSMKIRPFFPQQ
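Assay system: human fibrin DD(E). Input: DD(E) 2 µM final. Medium: Tris buffer with calcium and detergent, pH 7.8. Compound dosing: single point at 8.3 µM. Timing: 10 min plus 3 h, room temperature. Technique: fluorescence polarization of the labelled Tn7 tracer. Read-out: percent inhibition. Replicates: singlicate testing.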
HTRA1 inhibitor: blocks human HTRA1 serine peptidase; recombinant HTRA1, FP-rhodamine activity-based probe, fluorescence polarization; inhibition, % at 5.96 µM; Q92743; 340,000 tested, 0.5% active; in the data active = inhibition above about 36%;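 also: 0% = enzyme with DMSO and 100% = wells lacking enzyme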
PRMT1 FP inh: blocks human protein arginine methyltransferase 1; Q99873; recombinant PRMT1, activity-based probe fluorescence polarization; inhibition, % at 2.79 µM; 370,000 tested, 1.3% active; AID 652257;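 active = inhibition above about 21% made by adding two undisclosed values, limit read from the data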
* hit, by the source's call; · = no result given.

1. O=C(CCNS(=O)(=O)c1cccs1)NCc1ccco1
2. COc1ccc2c(c1OC)C(=O)N(c1nccs1)C2
3. COc1ccc(CSc2nnc(C)n2N)cc1Br
4. O=C(COC(=O)c1ccccc1NC(=O)c1ccccc1)c1ccc([N+](=O)[O-])cc1
5. Cc1cc(S(=O)(=O)N2CCOCC2)ccc1OCC(=O)NCc1ccccn1
6. Nc1c(NCCc2ccccc2)c2ccccc2oc1=O
7. N[C@@H](CO)c1nnc([C@H](CC(=O)O)NC(=O)C2CCNCC2)o1
8. COc1ccc(CNC(=O)c2ccc(SC)cc2OC)cc1
screen / no.	1	2	3	4	5	6	7	8
TCR CD3 inh	-1.8	0.1	3.4	9.7	2.9	2.5	-4.7	1.2
TDP2 inh	3.4	-3.1	-2.0	5.4	-4.3	-16.4	0.4	4.5
LEDGF integ inh	-0.4	-3.3	0.3	0.7	-1.3	1.9	-0.1	-1.8
UHRF1 binding	-0.4	1.8	-1.4	-0.4	2.4	-3.0	1.2	0.4
ABHD4 inh	6.9	-1.0	0.0	0.2	-7.5	-2.1	2.1	-6.4
PG9 Ab binder	-1.0	-0.9	1.0	0.9	1.4	-5.9	3.1	-1.7
SIAE inh	-0.5	-5.1	-5.0	-0.4	7.6	2.5	-1.9	-0.1
DDE Tn7 FP inh	5.2	7.1	-0.2	0.8	2.1	-4.5	5.8	3.8
HTRA1 inhibitor	5.8	-3.7	-0.4	-1.4	8.2	-4.4	-3.5	-8.9
PRMT1 FP inh	-0.7	4.2	-2.3	1.6	7.4	-7.7	2.0	-0.6

9. O=C(CCC1CCCN(Cc2ccc3c(c2)OCCO3)C1)NCc1ccccc1F (centres undefined)
10. Cc1cccc(NC(=S)Nc2ccc(N3CCOCC3)cc2)c1C
11. COc1cc(OC)cc(C(=O)Nc2ccccc2-c2nnn(CC(=O)Nc3cc(C)on3)n2)c1
12. Cc1sc2nc3c(C(=O)N4CCCC4)cc(C(=O)c4ccccc4O)cn3c(=O)c2c1C
13. COc1ccc(OC)c(/C=C/C(=O)N2CCCc3ccccc32)c1
14. COc1cc(/C=N\NC(=O)CC#N)ccc1OC/C=C/c1ccccc1
15. COc1cc(/C=N/NC(N)=S)ccc1OCC(=O)N1CCOCC1
16. CCN(C(=O)c1cccnc1)c1ccccc1
screen / no.	9	10	11	12	13	14	15	16
TCR CD3 inh	6.7	2.3	6.1	-1.0	3.6	0.8	0.1	4.6
TDP2 inh	4.2	19.1	2.8	10.2	3.8	-7.9	3.3	6.3
LEDGF integ inh	0.1	20.9*	3.4	1.4	0.0	-5.9	-2.3	-2.8
UHRF1 binding	0.0	0.3	-0.5	-1.3	2.0	0.1	-1.0	-1.7
ABHD4 inh	-5.1	15.1	0.3	-0.6	-0.5	8.3	0.6	-1.2
PG9 Ab binder	0.3	-4.6	0.1	-0.5	-1.5	0.6	1.1	0.1
SIAE inh	1.6	5.0	-61.9	-0.6	-2.3	3.4	9.7	3.5
DDE Tn7 FP inh	-5.7	-0.5	-5.2	4.7	1.7	0.0	1.0	-6.0
HTRA1 inhibitor	1.9	18.2	-9.9	-0.8	-29.7	-9.6	-2.8	4.8
PRMT1 FP inh	0.8	6.6	-0.6	5.0	-5.3	2.5	-3.9	-0.2

17. COc1ccc(OC)c(CNn2c(-c3cccc(C)c3)nc3ccccc3c2=O)c1
18. Cc1ccccc1S(=O)Cc1ccc(C(=O)N2CCN(C(=O)c3ccco3)CC2)o1 (centres undefined)
19. Cc1cccc(N2CCN(C(c3ccncc3)c3nnnn3C(C)(C)C)CC2)c1C (centres undefined)
20. COc1ccc(CNC(=O)C(C)NS(=O)(=O)c2ccc(C)cc2)cc1 (centres undefined)
21. Cc1cc2c(OCC(CNC(C)(C)C)OC(=O)c3ccccc3)cccc2[nH]1 (centres undefined)
22. COc1ccc(CCNC(=O)COc2ccc(C)nc2[N+](=O)[O-])cc1
23. Cc1ccccc1CC(=O)N1CC(C)OC(C)C1 (centres undefined)
24. CCn1cc(C(=O)NCc2ccc3c(c2)OCO3)c2cc(OC)c(OC)cc2c1=O
screen / no.	17	18	19	20	21	22	23	24
TCR CD3 inh	3.1	5.5	5.0	0.8	·	-3.5	-8.0	2.5
TDP2 inh	3.2	39.3*	-9.4	3.6	-7.8	0.5	-2.9	8.8
LEDGF integ inh	-3.3	-1.0	-0.7	-3.9	2.6	2.6	-2.5	-0.5
UHRF1 binding	1.1	0.7	-2.8	0.8	-0.4	1.8	3.7	3.8
ABHD4 inh	-8.6	-1.8	-0.9	0.3	2.5	3.0	-1.5	8.7
PG9 Ab binder	-1.7	-1.2	-1.1	-2.8	·	0.6	0.6	-0.5
SIAE inh	-4.6	0.5	1.5	6.6	-2.5	2.4	-4.9	-1.5
DDE Tn7 FP inh	0.2	-0.1	7.5	-7.0	-2.3	0.7	8.7	-8.1
HTRA1 inhibitor	-8.4	2.0	6.3	2.1	·	2.7	1.1	0.8
PRMT1 FP inh	0.9	-1.7	-4.4	-2.5	-2.7	-2.6	3.0	2.6

Profiles from above:
Cc1cccc(N2CCN(C(c3ccncc3)c3nnnn3C(C)(C)C)CC2)c1C (centres undefined) is listed as TCR CD3 inh = 5.0; TDP2 inh = -9.4; LEDGF integ inh = -0.7; UHRF1 binding = -2.8; ABHD4 inh = -0.9; PG9 Ab binder = -1.1; SIAE inh = 1.5; DDE Tn7 FP inh = 7.5; HTRA1 inhibitor = 6.3; PRMT1 FP inh = -4.4
CCn1cc(C(=O)NCc2ccc3c(c2)OCO3)c2cc(OC)c(OC)cc2c1=O is listed as TCR CD3 inh = 2.5; TDP2 inh = 8.8; LEDGF integ inh = -0.5; UHRF1 binding = 3.8; ABHD4 inh = 8.7; PG9 Ab binder = -0.5; SIAE inh = -1.5; DDE Tn7 FP inh = -8.1; HTRA1 inhibitor = 0.8; PRMT1 FP inh = 2.6

Additional structures
25. COc1ccc(C(=O)/C=C/c2ccc(C)cc2)c(OC(=O)c2ccc([N+](=O)[O-])cc2)c1
26. CCOC(=O)c1c(C)[nH]c(C(=O)OCC(=O)N(CC)c2c(N)n(Cc3ccccc3)c(=O)[nH]c2=O)c1C
27. NC(=O)c1ccsc1NC(=O)COC(=O)c1cc(Cl)ccc1O
28. N#CCSc1nc2ccccc2c(=O)n1C1CCCCC1
29. CC(C)(C)S(=O)N1Cc2cc(C(=O)Nc3ccc(-c4ccccc4)cc3)nc(-c3cccc(-c4cc5ccccc5o4)c3)c2[C@@H]1CCO (some centres undefined)
30. O=C(NNC1OC(CO)C(O)C(O)C1O)c1cccnc1 (centres undefined)
31. Cc1cccc(/C=C2\Oc3cc(OS(C)(=O)=O)ccc3C2=O)c1
32. N#Cc1ccc(C(S(=O)(=O)Cc2ccccc2)S(=O)(=O)Cc2ccccc2)cc1
screen / no.	25	26	27	28	29	30	31	32
TCR CD3 inh	2.3	0.6	-3.8	3.2	-4.6	-5.5	-1.3	1.0
TDP2 inh	4.3	-0.9	2.7	2.6	7.3	11.1	-3.8	1.6
LEDGF integ inh	0.8	-0.8	1.3	4.3	-2.6	-4.9	-5.0	-1.5
UHRF1 binding	-2.7	-3.2	1.7	0.4	8.7	-2.0	7.9	-3.0
ABHD4 inh	-5.9	-1.8	-6.7	-4.7	-10.5	2.4	0.8	0.0
PG9 Ab binder	-0.4	-0.7	0.6	-0.7	-3.5	-2.9	-2.2	-0.4
SIAE inh	1.4	-0.4	0.8	-1.2	-31.3	10.6	2.5	-0.1
DDE Tn7 FP inh	10.6	5.5	4.1	-4.8	4.2	-0.5	-1.8	3.1
HTRA1 inhibitor	-0.9	5.5	-22.9	-9.4	·	6.2	-5.0	-9.0
PRMT1 FP inh	-2.6	-0.3	6.2	0.0	3.3	-2.4	2.4	-3.8

33. CCc1nnc(NC(=O)CN2CCN(CC)CC2)s1
34. COc1ccc(-c2cn3cc([N+](=O)[O-])ccc3n2)cc1OC
35. CCOc1ccc2[nH]c(=O)c(CN(CCc3ccccc3)C(=O)c3cnccn3)cc2c1
36. CCOC(=O)C1CCCN(C(=O)c2cccc(S(=O)(=O)N(C)c3ccc(C)cc3)c2)C1 (centres undefined)
37. Fc1ccc(-c2nnc3ccccn23)cc1
38. Cc1ccc(C)c(N(C(=O)c2csnn2)C(C(=O)NC2CCCC2)c2ccncc2)c1 (centres undefined)
39. Cc1ccc(S(=O)(=O)CCC(=O)N(C)c2c(N)n(Cc3ccccc3)c(=O)[nH]c2=O)cc1
40. CC(=O)Nc1ccccc1-c1nc2cc(C#N)c(C#N)cc2[nH]c1=O
screen / no.	33	34	35	36	37	38	39	40
TCR CD3 inh	-0.6	-5.2	-4.2	-4.2	5.9	-9.0	7.6	3.4
TDP2 inh	1.6	7.3	-1.2	-5.6	-16.0	3.0	5.2	-3.2
LEDGF integ inh	-2.0	-4.4	-4.3	-0.8	-0.8	-0.8	1.1	3.2
UHRF1 binding	-0.9	-3.0	-1.6	1.0	1.8	1.3	-1.2	-1.2
ABHD4 inh	6.8	-2.4	-1.9	4.2	-4.7	3.3	-0.2	5.3
PG9 Ab binder	-1.0	0.0	-1.0	-0.4	-3.8	1.6	0.0	-0.9
SIAE inh	-11.5	2.6	1.3	6.7	-2.0	3.5	2.8	1.2
DDE Tn7 FP inh	-7.1	7.8	-0.3	-2.1	-2.6	-1.4	12.6	-2.1
HTRA1 inhibitor	-6.4	-3.9	-4.0	-6.7	1.8	4.7	-3.8	5.4
PRMT1 FP inh	-0.9	2.9	-1.4	-0.3	-2.0	5.3	-1.8	-2.0

41. CCOC(=O)C1=C(C(=O)OCC)c2ccc(OC)c(OC)c2C1
42. O=[N+]([O-])c1ccc(/C=N\NS(=O)(=O)c2ccc(F)cc2)o1
43. O=C(c1ccc2ccccc2c1O)N1CCCCC1
44. Cc1ccc(Cn2c(C(C)Nc3nc(-c4ccc(C)cc4)cs3)nc3cc(Cl)c(Cl)cc32)cc1 (centres undefined)
screen / no.	41	42	43	44
TCR CD3 inh	-0.9	7.2	-0.5	0.0
TDP2 inh	7.4	-3.9	1.4	0.9
LEDGF integ inh	-2.7	0.6	-2.4	-0.7
UHRF1 binding	-1.7	-1.3	13.3	-0.8
ABHD4 inh	2.4	4.1	3.8	-1.1
PG9 Ab binder	-1.2	-2.9	-2.0	-0.9
SIAE inh	0.6	1.5	5.9	-4.4
DDE Tn7 FP inh	-4.2	2.5	-1.7	-1.6
HTRA1 inhibitor	0.5	3.5	-2.9	-16.6
PRMT1 FP inh	0.3	0.4	-4.3	-1.8

Source: PubChem (The Scripps Research Institute Molecular Screening Center)
